# WT yeast gro inh: growth inhibition of WT yeast, mitochondrial fusion screen | mitochondrial fusion phenotypic screen, WT strain | actives 2.1% (n = 190,000) | inhibition, % at 10 µM; in the data active = inhibition above about 58%; tested in S. cerevisiae
# bCat nuc transl: modulators of beta-catenin nuclear translocation; AID 1665; HeLa beta-catenin nuclear translocation, immunofluorescence imaging; actives 0.3% (n = 190,000); nuclear translocation activity, % at 5 µM;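 active = nuclear translocation activity above 50% at 5 µM, with a well cell count of 50 or more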;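 also: per-cell ratio of nuclear to cytoplasmic median beta-catenin stain intensity; plate controls were DMSO negative control for no effect and GSK-3 inhibitor IX positive control for full effect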
#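 Signal – beta-catenin immunofluorescence imaging with DAPI · Test system – human HeLa cell line · Dosing – 5 µM primary single dose, 0.1% DMSO, 0.02–20 µM confirmation series · Measure – % activation, nuclear-to-cytoplasmic median beta-catenin signal ratio per cell · Incubation – 24 h compound exposure at 37°C, 5% CO2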
# MgcRacGAP inhibition: MgcRacGAP GTPase-activating activity inhibitors, confirmation, biochemical, ADP Hunter fluorescence. actives 0.6% (n = 340,000). inhibition, % at 30 µM; hits with a dose series show IC50 in µM. MgcRacGAP-stimulated Rac1 GTP hydrolysis, ADP Hunter fluorescence; higher % means a stronger effect; GST-tagged Rac1 F28L mutant substrate;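 active = first-screen hits whose inhibition reached a set limit at any dose in the follow-up dose series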;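 also: fluorescence reports GDP produced by GAP-driven GTP hydrolysis; strong numbers were not always called active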
# T cell HTS: modulates CD8 T cell binding to vesicles. 2C CD8+ T cell-vesicle binding, flow cytometry; hits give low values. calls only at 7 µM. actives 0.068% (n = 330,000);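 active = response, share of CD8 T cells binding vesicles, and their 90th percentile fluorescence all below set limits, cut at about 80% in these data, passing the limit was not always enough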
#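 incubation = binding step 1.5 h, 37 °C, antibody labelling 20 min, ice | test system = 2C mouse CD8+ T cells | read-out basis = percent CD8+ FL2 mean versus row control | controls = Peptide-free naked vesicles (low) and QL9 vesicles with 0.7% DMSO vehicle (high) | detection = flow cytometry of vesicle-bound cells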
# SV40 large T antigen: SV40 large T antigen inhibitors, biochemical (AID 1903). SV40 large T antigen ATPase/helicase inhibition assay; higher % means a stronger effect. inhibition, % at 20 µM, or IC50 in µM where a hit was titrated. actives 0.39% (n = 310,000); in the data active = a potency from the dose series; also: strong numbers were not always called active
# PhoP inhibition: PhoP-dependent GFP reporter repression – Salmonella Typhimurium, primary screen (AID 1863). S. Typhimurium PhoP-regulated promoter GFP reporter, 4 h; higher % means a stronger effect. inhibition, % at 50 µM; hits with a dose series show IC50 in µM. actives 0.16% (n = 300,000);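 active = inhibition over 29.93%, a cutoff 3 SD above the screen mean, later confirmed by dose response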;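 also: 0% = low Mg2+ inducing control and 100% = high Mg2+ repressing control; strong numbers were not always called active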
# West Nile virus CPE: inhibition of WNV-induced cytopathic effect – cell-based, CPE readout (AID 1621) | one-dose CPE inhibition, % at 10 µM; IC50 in µM for titrated hits | actives 0.02% (n = 290,000) | West Nile virus-infected cells, CPE inhibition; higher % means a stronger effect; in the data active = a potency from the dose series; also: strong numbers were not always called active
# Myeloid diff 2: promotes myeloid progenitor differentiation. AID 624256. actives 1% (n = 360,000). ER-HoxA9 myeloid progenitors, lysozyme-GFP differentiation, flow cytometry. calls only at 10 µM;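 active = normalized GFP-positive differentiation at or above the plate's own cutoff, the solvent-only control mean plus 3 SD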;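 also: cells exposed to compound for four days before flow analysis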
# RSV antiviral HEp-2: inhibition of RSV-induced cytopathic effect – HEp-2 cells, primary 10 µM value included (AID 2391) | HEp-2 cells, RSV-induced CPE inhibition; higher % means a stronger effect | one-dose CPE inhibition, % at 10 µM; IC50 in µM for titrated hits | actives 0.13% (n = 310,000); in the data active = a potency from the dose series; also: strong numbers were not always called active
# WT yeast gro inh mutant strain: further read-out of WT yeast gro inh, marked with its call; inhibition, %; mitochondrial fusion phenotypic screen, mutant strain inhibition
# bCat nuc transl cell count 5 µM: further read-out of bCat nuc transl, marked with its call; cell count; measured here: cell count, cytotoxicity flag
# T cell HTS vesicle-bound %: also measured in T cell HTS; calls as there; double positive events, %; measured here: CD8+ vesicle-bound cell fraction;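 binding gate set so that unloaded-vesicle control wells show 10% double positive cells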
# Myeloid diff 2 GFP+ MAC1+ %: further read-out of Myeloid diff 2, marked with its call; GFP+ MAC1+ double positive, %; measured here: differentiation confirmed by MAC1 staining
# * = called active by the depositor; i = inactive; . = no result given. The list is partial; count on the stated rates, not on these rows.
SMILES,WT yeast gro inh,WT yeast gro inh mutant strain,bCat nuc transl,bCat nuc transl cell count 5 µM,MgcRacGAP inhibition,T cell HTS,T cell HTS vesicle-bound %,SV40 large T antigen,PhoP inhibition,West Nile virus CPE,Myeloid diff 2,Myeloid diff 2 GFP+ MAC1+ %,RSV antiviral HEp-2
O=C1CN(O)C(c2ccccc2)=c2cc(Cl)ccc2=N1,.,.,.,.,8%,i,65,9%,-7%,1.5%,i,0.3,1.4%
N#CC(Br)Br,.,.,.,.,6%,i,24,.,.,.,i,0.9,0.5%
CCCCn1c(O)c(C(CC)=NCc2cccnc2)c(=O)[nH]c1=O,-3,-52,-5.8,1229,0%,i,59,9%,-7%,-0.4%,i,8.4,0.6%
O=C(CCCN1CCC(n2c(=O)[nH]c3ccccc32)CC1)c1ccc(F)cc1,.,.,.,.,0%,i,22,23%,-6%,.,i,5.2,0.5%
Cc1cc(C)cc(N2C(=O)NC(=O)/C(=C\c3cccn3-c3ccccc3)C2=O)c1,-2,21,0.3,917,13%,i,38,25%,-3%,0.4%,i,0.4,53%
O=C(O)c1ccc2c(c1)C1C(Cl)C(Sc3ccccc3[N+](=O)[O-])CC1C(c1cccc([N+](=O)[O-])c1)N2 (stereo not drawn),-6,5,-4.4,1070,30%,.,.,36%,1%,-0.9%,i,0.2,.
Cc1ccc(-c2ccc(=O)n(CC(=O)N3CCC4(CC3)OCCO4)n2)cc1,3,-5,-1.3,1081,0%,i,48,9%,-3%,0.2%,i,0.1,0.5%
O=C(O)c1nonc1-c1nonc1C(=O)O,-6,-15,0.0,1067,6%,i,30,-1%,-4%,-0.2%,i,1.3,-0.1%
Cc1nc(SCc2c(Cl)cccc2Cl)nc(OC(=O)N(C)C)c1C,.,.,1.4,1341,6%,i,22,2%,12%,-1.3%,i,0.8,4.8%
CC(C)CC(NC(=O)CCCNC(=O)CCC(=O)OC1O[C@H]2OC3(C)CC[C@H]4[C@H](C)CCC(C1C)C24OO3)C(=O)O (stereo partly drawn),.,.,.,.,-9%,i,14,9%,-4%,-0.1%,.,.,6.1%

# Exported bar-delimited: 5 of the compounds above.
molecule | WT yeast gro inh | WT yeast gro inh mutant strain | bCat nuc transl | bCat nuc transl cell count 5 µM | MgcRacGAP inhibition | T cell HTS | T cell HTS vesicle-bound % | SV40 large T antigen | PhoP inhibition | West Nile virus CPE | Myeloid diff 2 | Myeloid diff 2 GFP+ MAC1+ % | RSV antiviral HEp-2
CCCCn1c(O)c(C(CC)=NCc2cccnc2)c(=O)[nH]c1=O | -3 | -52 | -5.8 | 1229 | 0% | i | 59 | 9% | -7% | -0.4% | i | 8.4 | 0.6%
O=C(CCCN1CCC(n2c(=O)[nH]c3ccccc32)CC1)c1ccc(F)cc1 | . | . | . | . | 0% | i | 22 | 23% | -6% | . | i | 5.2 | 0.5%
Cc1cc(C)cc(N2C(=O)NC(=O)/C(=C\c3cccn3-c3ccccc3)C2=O)c1 | -2 | 21 | 0.3 | 917 | 13% | i | 38 | 25% | -3% | 0.4% | i | 0.4 | 53%
O=C(O)c1ccc2c(c1)C1C(Cl)C(Sc3ccccc3[N+](=O)[O-])CC1C(c1cccc([N+](=O)[O-])c1)N2 (stereo not drawn) | -6 | 5 | -4.4 | 1070 | 30% | . | . | 36% | 1% | -0.9% | i | 0.2 | .
Cc1ccc(-c2ccc(=O)n(CC(=O)N3CCC4(CC3)OCCO4)n2)cc1 | 3 | -5 | -1.3 | 1081 | 0% | i | 48 | 9% | -3% | 0.2% | i | 0.1 | 0.5%

# Reprinted at random: 2 compounds from above
SMILES,WT yeast gro inh,WT yeast gro inh mutant strain,bCat nuc transl,bCat nuc transl cell count 5 µM,MgcRacGAP inhibition,T cell HTS,T cell HTS vesicle-bound %,SV40 large T antigen,PhoP inhibition,West Nile virus CPE,Myeloid diff 2,Myeloid diff 2 GFP+ MAC1+ %,RSV antiviral HEp-2
Cc1cc(C)cc(N2C(=O)NC(=O)/C(=C\c3cccn3-c3ccccc3)C2=O)c1,-2,21,0.3,917,13%,i,38,25%,-3%,0.4%,i,0.4,53%
O=C(O)c1nonc1-c1nonc1C(=O)O,-6,-15,0.0,1067,6%,i,30,-1%,-4%,-0.2%,i,1.3,-0.1%
